RSV CPE inhibition: RSV antiviral activity via CPE protection, HEp-2 cells, primary 10 µM value included (AID 2391); HEp-2 cells, RSV-induced CPE inhibition; higher % means a stronger effect; CPE inhibition, % at 10 µM; hits with a dose series show IC50 in µM; 310,000 compounds, 0.13% hits; in the data active means a potency from the dose series; inconclusive means CPE inhibition mostly from about 23% at the one dose, without a potency; inactive means the rest, 99 in 100 with CPE inhibition below about 21%; further: strong numbers were not always called active
MgcRacGAP inhibition: MgcRacGAP GTPase-activating activity inhibitors, confirmation, biochemical, ADP Hunter fluorescence; inhibition, % at 30 µM; hits with a dose series show IC50 in µM; 340,000 compounds, 0.6% hits; AID 624330, 2012; MgcRacGAP-stimulated Rac1 GTP hydrolysis, ADP Hunter fluorescence; higher % means a stronger effect; GST-tagged Rac1 F28L mutant substrate;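 active means first-screen hits whose inhibition reached a set limit at any dose in the follow-up dose series; inconclusive means inhibition above the set first-screen limit but never retested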;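 further: fluorescence reports GDP produced by GAP-driven GTP hydrolysis; strong numbers were not always called active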
NS5 inhibitors: Dengue-2 NS5 methyltransferase inhibitors, primary screen, biochemical, confirmation dose response (AID 588689); Genome polyprotein (Dengue virus type 2 (strain 16681-PDK53)); Dengue-2 NS5 methyltransferase capping enzyme assay, biochemical; higher % means a stronger effect; one-dose inhibition, % at 25 µM; IC50 in µM for titrated hits; 340,000 compounds, 0.3% hits; in the data active means a potency from the dose series; inconclusive means inhibition above about 29% without an active follow-up result
West Nile antiviral: West Nile virus antiviral activity, cell-based, CPE readout (AID 1621); 290,000 compounds, 0.02% hits; West Nile virus-infected cells, CPE inhibition; higher % means a stronger effect; CPE inhibition, % at 10 µM, or IC50 in µM where a hit was titrated; in the data active means a potency from the dose series; inconclusive means CPE inhibition mostly from about 3.7% at the one dose, without a potency; inactive means the rest, 99 in 100 with CPE inhibition below about 2.2%; further: strong numbers were not always called active
LYP inhibition: inhibitors of LYP phosphatase, biochemical, fluorescence intensity, uHTS (AID 1779); 290,000 compounds, 0.054% hits; recombinant LYP phosphatase, fluorescence intensity; higher % means a stronger effect; Tyrosine-protein phosphatase non-receptor type 22 (Homo sapiens); one-dose inhibition, % at 11.5 µM; IC50 in µM for titrated hits; in the data active means inhibition above about 50%;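 further: plate controls were vehicle with enzyme for no effect and no enzyme for full effect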
ER stress rescue: rescue of cells from ER stress-induced death, primary screen, 384-well, CSM14.1, thapsigargin, ATP luminescence (AID 1222) | 190,000 tested, under 10 active | CSM14.1 thapsigargin-induced death rescue, ATP luminescence; higher % means a stronger effect | one-dose cellular ATP content (survival), % at 20 µM; EC50 in µM for titrated hits;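 active means EC50 below 50 µM in the dose-response confirmation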;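 further: death triggered by thapsigargin at about 15 µM added after 2 h compound pretreatment; cell ATP read after overnight thapsigargin exposure of roughly 18 to 22 hours; normalized against plate controls of thapsigargin alone and 5% DMSO vehicle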
GPR35 antagonists: GPR35 antagonists blocking zaprinast-driven arrestin recruitment, primary screen, imaging, U2OS, beta-arrestin-GFP, zaprinast agonist (AID 2058). U2OS GPR35 beta-arrestin-GFP translocation imaging, zaprinast antagonism; higher % means a stronger effect. inhibition, % at 10 µM, or IC50 in µM where a hit was titrated. 290,000 compounds, 0.052% hits;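 active means inhibition of at least 50% with at least 30 cells and total cytoplasm GFP at most 10,000,000; inconclusive means under 30 cells or total GFP of 10,000,000 plus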
SV40 large T antigen: SV40 large T antigen inhibitors, biochemical (AID 1903) | SV40 large T antigen ATPase/helicase inhibition assay; higher % means a stronger effect | inhibition, % at 20 µM, or IC50 in µM where a hit was titrated | 310,000 compounds, 0.39% hits; in the data active means a potency from the dose series; inconclusive means inhibition mostly from about 32% at the one dose, without a potency; inactive means the rest, 99 in 100 with inhibition below about 32%; further: strong numbers were not always called active
Salmonella PhoP GFP: inhibitors of PhoP regulon expression, primary screen, Salmonella Typhimurium, GFP reporter (AID 1863). S. Typhimurium PhoP-regulated promoter GFP reporter, 4 h; higher % means a stronger effect. inhibition, % at 50 µM; hits with a dose series show IC50 in µM. 300,000 compounds, 0.16% hits;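 active means inhibition over 29.93%, a cutoff 3 SD above the screen mean, later confirmed by dose response; inconclusive means inhibition over 29.93% but no dose response follow-up; inactive means inhibition at most 29.93% or unconfirmed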;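 further: 0% = low Mg2+ inducing control and 100% = high Mg2+ repressing control; strong numbers were not always called active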
NS5 inhibitors pilot replicate: second read-out of NS5 inhibitors, no call of its own (marks repeat the call); inhibition, %; measured here: pilot screen replicate inhibition
Starred values were filed as active, the others as inactive; ? = inconclusive; . = no result given.

SMILES | RSV CPE inhibition | MgcRacGAP inhibition | NS5 inhibitors | West Nile antiviral | LYP inhibition | ER stress rescue | GPR35 antagonists | SV40 large T antigen | Salmonella PhoP GFP | others
COc1ccc(N2CCC(CNC(=O)Nc3ccccc3)C2)cc1 (stereo not drawn) | -0.6% | ? | -8% | -0.2% | 1% | 1.5% | -4% | 11µM* | -5%
COc1ccc(N2C(=O)C3CCCN3C2c2cc(OC)c(OC)cc2OC)cc1 (stereo not drawn) | 0.1% | -1% | -4% | 0.1% | -1% | -0.7% | 5% | 8% | 12%
CN(C)CCSc1nc(O)c(-c2ccccc2)c(=O)n1-c1ccccc1 | 2.6% | -11% | -10% | 1.4% | -5% | . | 2% | 13% | 1%
C#CCNC(=O)C1=C[C@H](c2ccc3c(c2)OCO3)C[C@H](OCc2ccc(CO)cc2)O1 | 0.8% | -5% | 8% | -0.3% | -9% | 2.0% | -11% | 4% | -4%
CC(C)(C)NC(=O)CSc1nsc(SCC(=O)NC(C)(C)C)c1C#N | 12% | 0% | 4% | -0.8% | -6% | -1.6% | 5% | 5% | -1%
CCn1c(SCC(=O)Nc2cccc(NC(=O)c3ccco3)c2)nnc1-c1cccs1 | 1.8% | 5% | -9% | 0.4% | -5% | -5.3% | -5% | 6% | 10%
O=C1CCCN=C(Nc2ccc(F)c(Cl)c2)S1 | 1.1% | 4% | 5% | -0.6% | -6% | . | -3% | 10% | -10%
CC(NC=O)c1nc2ccccc2n1CCc1ccccc1 (stereo not drawn) | 2.7% | 13% | 5% | -0.5% | -5% | . | 1% | 4% | -2%
Cc1ccccc1C(=O)Nc1nnc(S(=O)(=O)N2CCCCCC2)s1 | 3.1% | -3% | -7% | 0.2% | -8% | . | -12% | . | .
Cn1c(=O)c(-c2ccccc2)nc2ccccc21 | 2.4% | -1% | -3% | 0.7% | -1% | -1.1% | 10% | 1% | -3% | NS5 inhibitors pilot replicate=-4.6
COc1ccc(CCC(=O)NC2CCCN(Cc3ccc(Cl)cc3)C2)cc1OC (stereo not drawn) | 0.2% | -4% | . | -1.5% | -4% | . | 2% | 2% | -1%
CCOc1ccc2cc(S(=O)(=O)n3ccnc3C)ccc2c1 | 0.3% | 11% | 3% | -0.4% | 0% | -0.5% | 5% | 8% | -2%
O=C(CCNC(=O)Cn1ccc2ccccc2c1=O)NCCCN1CCOCC1 | 1.0% | 13% | 0% | 0.3% | -7% | -13% | 4% | 2% | 10%
Cc1oc2cc3oc(=O)c(CCC(=O)NCCCN4CCOCC4)c(C)c3cc2c1C | 0.6% | 7% | -2% | -1.6% | -10% | . | 0% | . | .
COc1cccc(C2CC(c3ccccc3Cl)Nc3nc(N)nn32)c1 (stereo not drawn) | 1.1% | -3% | -8% | -0.2% | -2% | -1.5% | -4% | 4% | -11%
CSc1nc(Cl)cc(N(CCO)CCO)n1 | 1.0% | 1% | -5% | 0.4% | -6% | -0.2% | 11% | 4% | 7%
NC(=O)CCC(NC(=O)c1ccc(Cl)cc1)C(=O)O (stereo not drawn) | 2.1% | 5% | -5% | 0.4% | -4% | -5.7% | -12% | 7% | -2%
COc1cc(NC(=O)C(=O)N2CCN(C)CC2)c(OC)cc1Cl | . | 0% | -4% | -0.1% | 0% | . | 17% | 22% | -7%
O=C(c1ccco1)N1CCN(C(=O)c2ccccc2Oc2ccccc2)CC1 | 1.5% | 15% | 2% | 0.1% | -8% | -1.5% | -1% | 1% | 8%
COC(=O)c1sccc1NC(=O)Nc1cccc(OC)c1 | 0.8% | 8% | -3% | -0.2% | -6% | . | -4% | 0% | 4%
c1ccc(CN2CCN(CCCNc3ccc4nnc(-c5ccccc5)n4n3)CC2)cc1 | -0.1% | 3% | -6% | -0.4% | 0% | . | 8% | 4% | 1%
O=C(Nc1ccc(F)c(F)c1)c1ccco1 | 2.1% | -4% | -5% | -0.3% | -5% | 5.0% | 25% | 3% | -1%
Nc1nc2n(n1)C(c1cccs1)CC(c1ccc(F)cc1)N2 (stereo not drawn) | 10.0% | 6% | -6% | -0.2% | -10% | -2.1% | 16% | 10% | -6%
CC(=O)Nc1scc(-c2ccccc2)[n+]1-c1ccc(C)cc1 | 0.0% | 11% | 8% | -0.2% | -3% | -0.9% | -4% | 1% | 0%
O=C(OCC(=O)N1CCCCCC1)c1ccc(Cl)c(S(=O)(=O)N2CCCC2)c1 | 0.2% | 6% | 4% | -0.1% | -1% | 2.9% | -7% | 29% | -1%

A section of the results above, as a working copy:
SMILES | RSV CPE inhibition | MgcRacGAP inhibition | NS5 inhibitors | West Nile antiviral | LYP inhibition | ER stress rescue | GPR35 antagonists | SV40 large T antigen | Salmonella PhoP GFP | others
O=C(c1ccco1)N1CCN(C(=O)c2ccccc2Oc2ccccc2)CC1 | 1.5% | 15% | 2% | 0.1% | -8% | -1.5% | -1% | 1% | 8%
COC(=O)c1sccc1NC(=O)Nc1cccc(OC)c1 | 0.8% | 8% | -3% | -0.2% | -6% | . | -4% | 0% | 4%
c1ccc(CN2CCN(CCCNc3ccc4nnc(-c5ccccc5)n4n3)CC2)cc1 | -0.1% | 3% | -6% | -0.4% | 0% | . | 8% | 4% | 1%
O=C(Nc1ccc(F)c(F)c1)c1ccco1 | 2.1% | -4% | -5% | -0.3% | -5% | 5.0% | 25% | 3% | -1%
Nc1nc2n(n1)C(c1cccs1)CC(c1ccc(F)cc1)N2 (stereo not drawn) | 10.0% | 6% | -6% | -0.2% | -10% | -2.1% | 16% | 10% | -6%

More results:
SMILES | RSV CPE inhibition | MgcRacGAP inhibition | NS5 inhibitors | West Nile antiviral | LYP inhibition | ER stress rescue | GPR35 antagonists | SV40 large T antigen | Salmonella PhoP GFP | others
CC(C)(C)NS(=O)(=O)c1ccc2[nH]c3c(c2c1)CCCCC3 | 8.7% | . | -5% | -1.6% | -1% | . | -7% | 5% | -7%
COCCNc1nc(-n2nc(C)cc2C)nc2sc3c(c12)CCCC3 | 3.8% | 3% | -3% | . | -3% | 1.6% | -2% | 17% | 9%
CCOc1ccc(CCNC(=O)COC(=O)c2cccc(S(=O)(=O)N3CCCCC3)c2)cc1OCC | -1.6% | 1% | -8% | . | . | . | . | 24% | -6%
Cn1c(=O)cc(SCC(=O)NCCN2CCN(c3ccccc3F)CC2)c2cc(Cl)ccc21 | 3.0% | 4% | -2% | -0.8% | -2% | -0.9% | 10% | 2% | 2% | NS5 inhibitors pilot replicate=4.4
CN(CC(=O)Nc1ccccc1Cl)C(=O)c1ccccc1Sc1ccccc1C#N | 0.9% | -6% | 2% | . | . | . | . | 10% | 1%
C/C(=N\N1CCN(Cc2ccc(Cl)cc2)CC1)c1ccc([N+](=O)[O-])cc1 | 13% | 1% | -10% | -0.1% | -4% | . | 1% | 5% | -3%
CCCCn1c(=O)cc(C)n(-c2ccccc2)c1=O | 0.5% | 8% | -4% | . | . | . | . | -4% | .
S=C(c1ccc(-c2ccc(Br)cc2)o1)N1CCCCC1 | 54% | 9% | -9% | -0.9% | 0% | 3.7% | -1% | 5% | -2%
COc1cccc(CN2CCNC(=O)C2CC(=O)NCCOc2cccnc2)c1 (stereo not drawn) | 0.8% | 0% | 14% | -0.1% | -4% | -1.4% | 11% | -6% | -5%
O=C(O)C1C2CCC(C2)C1C(=O)NCc1ccco1 (stereo not drawn) | 0.8% | 9% | -6% | 0.2% | -10% | 0.8% | 0% | 0% | -8%
CCN(CC)S(=O)(=O)c1cccc(NC(=O)COC(=O)CNC(=O)c2cccc(F)c2)c1 | 1.2% | 16% | 0% | -0.1% | -5% | . | -9% | 19% | .
O=C(OCCN1CCN(c2ncc(C(F)(F)F)cc2Cl)CC1)c1ccc(F)cc1 | 0.6% | 12% | -6% | -0.1% | -1% | -1.1% | -5% | 9% | 0%
CC(C)[C@H](NC(=O)c1ccccc1)C(=O)OCC(=O)N1CCc2ccccc2C1 | 0.1% | -6% | 0% | -0.2% | -4% | -4.1% | 6% | 3% | -5%
O=C(COc1ccccc1)OCC(=O)N1CCCc2ccccc21 | -2.4% | 0% | 7% | . | . | . | . | 12% | -4%
CSCCC(NC(=O)/C(=C\c1ccc(Cl)cc1)NC(=O)c1ccccc1)C(=O)O (stereo not drawn) | 0.3% | 6% | -5% | -0.4% | -2% | -1.3% | -11% | 0% | -6%
Cc1ccc(N(CC(=O)NCCc2ccc(Cl)cc2)S(=O)(=O)c2c(C)noc2C)cc1 | 0.2% | 7% | -14% | -0.1% | -1% | . | 1% | 20% | 4%
CCCCNC(=S)Nc1ccc(C(F)(F)F)cc1 | -1.9% | 3% | -4% | -0.9% | 1% | -1.3% | -1% | 9% | -8%
Cc1ccc(NC(=S)N(CCCN2CCCC2)Cc2cccn2Cc2ccc(Cl)cc2)cc1C | -2.1% | 11% | -11% | 15% | -5% | 2.0% | -8% | 13% | 2%
O=C(CCc1nnc(Cc2ccc3c(c2)OCO3)o1)NCc1nc2ccccc2s1 | . | -2% | -6% | -0.5% | -8% | -0.4% | 11% | -2% | -1%
COc1cccc(CNCc2cc(OC)cc(OC)c2)c1 | -0.8% | ? | -2% | -0.8% | -8% | . | 1% | 5% | 6%
CS(=O)(=O)N1CCC(Oc2ccccc2C(=O)N2CCNC(=O)C2)CC1 | 3.1% | 6% | -11% | 0.1% | -3% | -1.0% | -2% | -4% | 2%
NC(=O)c1ccccc1OCC(=O)N1CCCc2ccccc21 | 0.9% | -4% | -6% | -0.8% | -6% | . | 8% | 9% | -3%
Cc1ccc(C(=O)NCc2ccco2)cc1S(=O)(=O)Nc1cccc(C)c1C | 6.6% | 6% | -7% | -0.2% | -6% | -0.6% | -13% | 5% | -9%

Quoted at random: 4 compounds from above, in no set order.
SMILES | RSV CPE inhibition | MgcRacGAP inhibition | NS5 inhibitors | West Nile antiviral | LYP inhibition | ER stress rescue | GPR35 antagonists | SV40 large T antigen | Salmonella PhoP GFP | others
S=C(c1ccc(-c2ccc(Br)cc2)o1)N1CCCCC1 | 54% | 9% | -9% | -0.9% | 0% | 3.7% | -1% | 5% | -2%
COCCNc1nc(-n2nc(C)cc2C)nc2sc3c(c12)CCCC3 | 3.8% | 3% | -3% | . | -3% | 1.6% | -2% | 17% | 9%
O=C(COc1ccccc1)OCC(=O)N1CCCc2ccccc21 | -2.4% | 0% | 7% | . | . | . | . | 12% | -4%
CCCCNC(=S)Nc1ccc(C(F)(F)F)cc1 | -1.9% | 3% | -4% | -0.9% | 1% | -1.3% | -1% | 9% | -8%
